# Compound activity (PubChem)
# MMP13 fTHP cleavage = MMP13 inhibitors among fluorescent compounds, confirmation, biochemical, possible fluorescent artifacts, delta fluorescence (AID 734). MMP13 fTHP FRET cleavage, delta fluorescence 4 h; stronger effect = higher value. inhibition, %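 (each compound tested at 4 µM nominal in triplicate)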. 5,100 tested, under 10 active;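 active = inhibition above the mean inhibition over all tested compounds plus 3 SD, cut at about 75% in these data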;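 also: 0% = DMSO only wells and 100% = 8 µM reference MMP13 inhibitor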
# Active calls of the source: *; & = joins results of further samples. This is a subset. The share of hits here may be higher or lower than overall.
SMILES,MMP13 fTHP cleavage
CCOC(=O)c1ccccc1NC(=O)N1CCn2c(C)ccc2C1CC (stereo unspecified),7
O=c1c2cc(Cl)ccc2oc2nc3n(c(=O)c12)CCCS3,9
CCOC(=O)CSc1nc(N(C)C)nc(N(C)C#N)n1,5
Cc1ccc(-n2ncc3c(=O)n(CC(=O)NCC4CCCO4)cnc32)cc1 (stereo unspecified),3
CCOc1cc2c(C#N)c(N3CCOCC3)nc(N)c2c(N)n1,4
CCOC(=O)N1CCc2c(sc3c2C(=O)NC(c2ccccc2)N3)C1 (stereo unspecified),5
COCCCNC(=O)c1cc2c(=O)n3cccc(C)c3nc2n(C(C)C)c1=N,-72
O=c1c2[nH]c3ccc(F)cc3c2ncn1CCCn1ccnc1,9
CCOC(=O)CC(=O)CSc1nc2c(cc1C#N)CCCCC2,32
Cn1c(=O)c(C(=O)Nc2ncccn2)c(O)c2ccccc21,-4
O=C(O)c1ccccc1NCN1C(=O)C2CC=C(Cl)CC2C1=O (stereo unspecified),-8
Cc1cc(C)c2c(=O)n(CC(=O)N3CCC(Cc4ccccc4)CC3)sc2n1,3

# Shown field by field: 3 of the compounds above.
> Cn1c(=O)c(C(=O)Nc2ncccn2)c(O)c2ccccc21
  MMP13 fTHP cleavage = -4
> O=C(O)c1ccccc1NCN1C(=O)C2CC=C(Cl)CC2C1=O (stereo unspecified)
  MMP13 fTHP cleavage = -8
> Cc1cc(C)c2c(=O)n(CC(=O)N3CCC(Cc4ccccc4)CC3)sc2n1
  MMP13 fTHP cleavage = 3

# The listing continues:
SMILES,MMP13 fTHP cleavage
O=c1c2cc(N3CCOCC3)ccc2[nH]c(=S)n1CCCN1CCCCCC1,8
CC(C)N(C(=O)Nc1ccc2nccnc2c1)C(C)C,2
COc1cc2cc(C(c3nnnn3C3CCCCC3)N(C)C3CCCCC3)c(=O)[nH]c2cc1OC (stereo unspecified),1
COCCCn1c(C)nc2c(c1=O)c1nc3ccccc3nc1n2CCc1ccccc1,-7
O=c1oc2c(CN3CCOCC3)c(O)c(Cl)cc2c2c1CCCC2,-131
Cc1ccc(-c2nnc(-c3ccc(Br)cc3)o2)o1,-5
CC(C)Cc1nc(N2CCN(C(=O)c3ccco3)CC2)c(C#N)c2c1CCC2,0
CC(=O)/C=C(\C)Nc1ccc(-c2cnc(-c3ccccc3)o2)cc1,-6
COc1ccc(OC)c(C2C3CN(C(C)C)CC=C3C(C#N)=C(N)C2(C#N)C#N)c1 (stereo unspecified),10
CC(=O)c1nc2ccccc2n1S(=O)(=O)c1ccc(C)cc1,2
O=C(Nc1cccc2c1C(=O)NC2=O)c1ccc(S(=O)(=O)N2CCCC2)cc1,0
C=CCOC(=O)C1=C(C)NC(SCC(=O)Nc2ccc(C)c(Cl)c2)=C(C#N)C1c1ccco1 (stereo unspecified),5
O=C(Nc1ccc2nc(-c3cccs3)c(-c3cccs3)nc2c1)N1CCOCC1,-4
COc1ccc(-c2nn(-c3ccccc3)cc2C(=O)Nc2nc(CC(C)=O)ns2)cc1,-6
CCCCc1c(C)c2ccc(OC)c(/C(C)=N\O)c2oc1=O,2
CCN1CCN(CCCNC(=O)c2cn(CCOC)c(=O)c3c2c2ccccc2n3C)CC1,0
COc1ccc(C(=O)/C=C/Nc2cccc(C)n2)cc1OC,5
CCOc1ccc2[nH]c(C)c(CN3CCOCC3)c(=O)c2c1,-6
CCN1C(=O)c2cccc3c(S(=O)(=O)Nc4ncccc4C)ccc1c23,1
O=c1[nH]c2cc3c(cc2cc1C(c1nnnn1CC1CCCO1)N1CCCCCC1)OCO3 (stereo unspecified),1
Cc1cccc(C)c1N1C(=O)c2ccccc2C1=O,6
N#Cc1nc(-c2cccs2)oc1NCc1ccccc1,-42
CN(C(=O)c1ccncc1)c1nnc(-c2ccncc2)s1,-72
Cc1cc(N2CCN(C)CC2)nc2ccc(NC(=O)CCC(=O)NCc3ccco3)cc12,-9
CCN(CC)CCCNC(=O)c1cn(CCOC)c(=O)c2c1c1ccccc1n2C,-5
CCN(C(=O)c1cn(CC)c(=O)c2cc(OC)c(OC)cc12)c1ccccc1C,3
N#Cc1ccc(-c2ccco2)nc1SCc1ccccc1,13
CC(C)c1nc(N2CCCC2)c(C#N)c2c1CCCC2,17
C=CCn1c(NC(=O)c2ccccc2Cl)c(C#N)c2nc3ccccc3nc21,12
COc1cc2cc(C(c3nnnn3C3CCCC3)N(C)C3CCCCC3)c(=O)[nH]c2cc1OC (stereo unspecified),0
COc1ccc(-c2nc(CSCC(=O)NCc3ccc4c(c3)OCO4)c(C)o2)cc1OC,3
COc1cc(NC(=O)C2COc3ccccc3O2)c(OC)cc1Cl (stereo unspecified),4
O=C(O)C1CCCCC1C(=O)NCc1cn2ccccc2n1 (stereo unspecified),7
COc1cc2nc(N3CCN(C(=O)C4CCCO4)CC3)nc(N)c2cc1OC (stereo unspecified),-2&10
O=C(NCc1ccccc1)N(Cc1cc2cc3c(cc2[nH]c1=O)OCCO3)CC1CCCO1 (stereo unspecified),-5
O=C(NCc1ccccn1)c1cc2ccccc2oc1=O,2
CCCc1c(C)c2cc(C)ccc2[nH]c1=O,1
Cc1cccc2cc3c(nc12)SC(=NCC1CCCO1)N(Cc1ccco1)C3 (stereo unspecified),1
COC(=O)C1=CN(C)C=C(C(=O)OC)C1c1ccsc1,-11
Cc1ccsc1-c1nc(CSCC(=O)NCCN2CCCC2)c(C)o1,4
CCC(=O)N/C(N)=N/c1nc(C)c2cc(OC)ccc2n1,2
CCCCCC(=O)Nc1cccc(-c2nc3ncccc3o2)c1,0
O=C(Cc1c(O)c2ccccc2[nH]c1=O)NCc1ccc(F)cc1,2
CCOC(=O)/C=c1\sc2n(c1=O)CCN=2,6
CN1C=CC2=C(C#N)C(N)C(C#N)(C#N)C(c3ccccc3)C2C1 (stereo unspecified),6
Cc1ccc(S(=O)(=O)c2cc3c(=O)n4ccccc4nc3n(C)c2=N)cc1,-115
COc1ccc(C2=NOC(C(=O)Nc3ccc(C)cc3)C2)cc1OC (stereo unspecified),2
CCn1nc(NC(=O)c2cccnc2)c2cc3cccc(C)c3nc21,3
CCOC(=O)c1ccccc1NC(=O)c1cc2sccc2n1C,11
CSc1ncc(Cl)c(C(=O)C(C#N)c2nc3c(C)cc(C)cc3c(=O)[nH]2)n1 (stereo unspecified),9
CCOc1ccc2oc(-c3ccccc3)c(C(=O)N3CCN(C)CC3)c2c1,4
O=c1c2c(nc3c(-c4cccc5ccccc45)c[nH]n13)CCC2,28
Cc1ccc(-c2nn3c(C)nnc3s2)cc1NCc1c(F)cccc1Cl,4
c1ccc(-c2nc[nH]c2-c2ccccc2)cc1,3
CCOCCCn1c(=N)c(C(N)=S)cc2c(=O)n3cccc(C)c3nc21,-39
CCN1CCN(CC(O)COCc2ccccc2)CC1 (stereo unspecified),5
Nc1ccc2nc(-c3ccc(Cl)cc3)[nH]c2c1,-17
COc1ccccc1Nc1cc(C(=O)NCCCN2CCOCC2)c2ccccc2n1,6
CCCc1nc(NC2CCCCC2)c(C#N)c2c1COC(C)(C)C2,6
CC1=C(C(=O)N2CCOCC2)C(c2ccsc2)C2=C(CCCC2=O)N1 (stereo unspecified),3

# Arranged by molecular weight (low to high): 7 of the compounds above
SMILES,MMP13 fTHP cleavage
c1ccc(-c2nc[nH]c2-c2ccccc2)cc1,3
CCN1CCN(CC(O)COCc2ccccc2)CC1 (stereo unspecified),5
O=c1c2c(nc3c(-c4cccc5ccccc45)c[nH]n13)CCC2,28
CCCc1nc(NC2CCCCC2)c(C#N)c2c1COC(C)(C)C2,6
CC1=C(C(=O)N2CCOCC2)C(c2ccsc2)C2=C(CCCC2=O)N1 (stereo unspecified),3
CCOc1ccc2oc(-c3ccccc3)c(C(=O)N3CCN(C)CC3)c2c1,4
COc1ccccc1Nc1cc(C(=O)NCCCN2CCOCC2)c2ccccc2n1,6

# (list continues)
SMILES,MMP13 fTHP cleavage
COc1ccc2[nH]c3c(=O)n(CCCCC(=O)NCCN4CCCC4)c(=S)[nH]c3c2c1,1
CCOc1ccc(Nc2cc(=O)n(C)c(=O)n2C)cc1,3
N#Cc1nc(-c2ccc(Cl)cc2)oc1NCc1ccco1,3
COC(=O)c1[nH]c2ccc(C)cc2c1NC(=O)CCN1CCN(Cc2ccc3c(c2)OCO3)CC1,7
C=CCNC(=O)c1c(N)n(-c2cccc(S(N)(=O)=O)c2)c2nc3ccccc3nc12,-5
CN(C)CCN1C(=O)c2oc3ccc(Cl)cc3c(=O)c2C1c1cccc(Br)c1 (stereo unspecified),7
CC(C)CCNC(=O)COc1ccc2c3c(c(=O)oc2c1)CCC3,7
CC(C)CCNc1nc2c(cc1C#N)COC(C)(C)C2,-5
C=CCNc1ncnc2c1cnn2-c1ccc(OC)cc1,3
CCOC(=O)N1CCN(C(=O)c2cn(C)c(=O)c3c2c2ccccc2n3C)CC1,1
CCOc1ccc(-c2nc(CSCC(=O)NCc3ccco3)c(C)o2)cc1,-3
Cc1sc(-n2cccc2)c(C(=O)O)c1C,5

# Reprinted at random: two entries already listed, in no set order.
SMILES,MMP13 fTHP cleavage
CCOc1ccc(-c2nc(CSCC(=O)NCc3ccco3)c(C)o2)cc1,-3
CC(C)CCNC(=O)COc1ccc2c3c(c(=O)oc2c1)CCC3,7

# Other compounds:
SMILES,MMP13 fTHP cleavage
O=C(Nc1ccc2oc(-c3cccnc3)nc2c1)c1cccnc1,5
Nc1nc(Nc2cccc(F)c2)nc2ccccc12,2
Fc1ccc(-n2c(-c3ccco3)nc3nc4ccccc4nc32)cc1,6
COc1ccccc1NC(=O)C(C)NS(=O)(=O)c1ccc(Cl)cc1 (stereo unspecified),3
CCOC(=O)N1CCN(S(=O)(=O)c2cc(OCC)ccc2OCC)CC1,2
Fc1ccc(-c2nc3nc4ccccc4nc3n2Cc2ccco2)cc1,5
CC(=O)c1cc2c(cc1NC(=O)CSc1nnc(C)s1)OCO2,2
O=c1oc2cc(O)ccc2c2c1CCCC2,-20
CC(=O)N=c1sc2nc3ccccc3nc2n1N(C(C)=O)C(C)=O,7
CCCCn1nc(NC(=O)c2cccs2)c2cc3ccccc3nc21,1
Cc1cc2n(n1)C(c1c[nH]c3ccccc13)Nc1ccccc1-2 (stereo unspecified),7
O=c1oc2cc(OCc3nn[nH]n3)ccc2c2c1CCCC2,9
COc1ccccc1N(C(=O)c1snc(C(N)=O)c1N)C(C(=O)NCCC(C)C)c1ccco1 (stereo unspecified),4
COC1=CC(=O)CC(C)C12Oc1c(Cl)c(OC)cc(OC)c1C2=O (stereo unspecified),-1
COCCNC(=O)c1c(N)n(CCCn2ccnc2)c2nc3ccccc3nc12,4
COCC(C)n1c(C)cc(C(=O)COC(=O)c2ccc3ncsc3c2)c1C (stereo unspecified),2
COc1cc(C2C(C(=O)N3CCOCC3)=C(C)NC3=C2C(=O)CCC3)ccc1OC(C)=O (stereo unspecified),9
CCc1ccccc1Nc1ccc(C(=O)O)cc1N,-3
CCC(=O)Nc1c(OC(=O)CC)ccc2c(C)cc(=O)oc12,4
COc1ccccc1C(=O)N1CCN(c2nc3cc(C)c(C)cc3cc2C#N)CC1,6
CCSc1nc(N)c2c3c(sc2n1)CN(C)CC3,3
CCCC(=O)Nc1nc2ccc(S(=O)(=O)N3CCCCC3)cc2s1,7
CCOC(=O)CCc1c(C)c(C#N)c2[nH]c3ccccc3n2c1=O,32
COC(=O)c1ccc(CSc2nnc(Nc3ccccc3OC)s2)o1,4
CCc1cc2c(=O)c(-c3nc4ccccc4n3C)c(C)oc2c(CN2CCN(C)CC2)c1O,4
COCCCNC(=O)c1ccc2nc3ccccc3c(=O)n2c1,-4
Cc1c(CN(C)CCc2ccccc2)c(=O)n(-c2ccccc2)n1C,1
O=C(Oc1ccc2c3c(c(=O)oc2c1)CCCC3)c1ccco1,-37
CCCc1cc(-c2[nH]ncc2-c2ccc(C(=O)OCC)o2)c(O)cc1O,7
Clc1ccc2nc3ccccn3c2c1,12
Cn1c(/C=N/n2cnnc2)nc2ccccc21,12
COC(=O)c1sc2nc(-c3ccccc3)nc(N3CCN(C)CC3)c2c1C,-10
CCc1nnc2sc(-c3ccc(NC(=O)c4ccc5c(c4)OCCO5)cc3)nn12,11
Cc1nc2ccccc2c2oc(C(=O)NCc3ccc4c(c3)OCO4)cc12,3
COCCNC(=O)c1cc2c(-c3ccccc3F)nn(C)c2s1,-5
Cc1onc(-c2ccccc2Cl)c1C(=O)Nc1cccc(-c2cn3cccnc3n2)c1,-40
Cc1ccc(S(=O)(=O)c2c(N)n(C)c3nc4ccccc4nc23)cc1,7
CCN1CCCC1CN(Cc1cc2cc(OC)ccc2[nH]c1=O)C(=O)NCc1ccccc1 (stereo unspecified),-3
COc1ccc(C2C3=C(Nc4ncnn42)c2ccccc2CCC3)cc1 (stereo unspecified),-1
O=C(O)c1cc2c([nH]c1=O)CCCC2,1
Cn1c(=O)c2cn(-c3cccc4ccccc34)cc2n(C)c1=O,-1
CCOCCCn1c(=N)c(C(=O)NCc2ccc3c(c2)OCO3)cc2c(=O)n3cccc(C)c3nc21,7
COC(=O)c1ccc(-c2cc(C(=O)O)c3cc4c(cc3n2)OCCO4)cc1,-5
CCC1C(=O)n2nc(-c3ccccc3)cc2N=C1C (stereo unspecified),4
COC(=O)c1ccc2c(c1)S(=O)(=O)NC(=NCc1ccco1)S2,4
COc1ccc(C2=CC(c3c(C)nn(-c4ccccc4)c3Cl)n3nnnc3N2)cc1OC (stereo unspecified),1
COc1cc(C2C(C(=O)c3cccs3)=C(O)C(=O)N2Cc2ccco2)cc(OC)c1OC (stereo unspecified),5
CCn1c(SCC(=O)Nc2sc(C)c(C)c2C#N)nnc1C(C)C,6
COC(=O)CNC(=O)c1c(C)cc(=O)oc1C,2
Cc1nc(NCCCO)c(C#N)c2c1COC(C)(C)C2,-4
Cc1cc(OCc2nn[nH]n2)c2c(C)c(Cc3ccccc3)c(=O)oc2c1,-2
COc1ccccc1OCCn1cc(C(=O)c2ccco2)c2ccccc21,5
